# High-throughput results as filed in PubChem.
# EBV LMP1 NFkB: reduces LMP1-driven NF-kappaB luciferase signal. LMP1-induced NF-kappaB luciferase reporter cells, luminescence. inhibition, % at 12.5 µM. actives 0.69% (n = 350,000); in the data active = inhibition above about 41%;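 note: 0% = neutral control wells and 100% = reference inhibitor control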
# SRC2 inh: inhibits human steroid receptor coactivator 2 | Q15596 | HEK293 GAL4-SRC2 luciferase reporter, luminescence | inhibition, % at 9 µM | actives 0.17% (n = 370,000) | AID 651957;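 active = inhibition above the mean inhibition of all tested compounds plus 3 SD, set per campaign, cut at about 52% in these data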;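 note: 0% = DMSO treated cells and 100% = cells given Gossypol at 36 µM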
# ABHD5 PLIN5 PPI: ABHD5-PLIN5 protein interaction inhibition. Q00G26+Q8WTS1. Split G. princeps luciferase complementation, luminescence, 4 h. inhibition, % at 4 µM. actives 0.78% (n = 360,000). AID 602281;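 active = inhibition above the mean inhibition across every tested compound plus 3 SD, cut at about 22% in these data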;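 note: 0% = DMSO only wells and the 100% control is not disclosed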
# COUP-TFII inh: inhibitors of human COUP-TFII (NR2F2) | actives 0.7% (n = 370,000) | P24468 | HEK293T NGFI-A luciferase reporter, luminescence | inhibition, % at 8.6 µM;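 active = inhibition above a per-plate cutoff, mean inhibition of test wells between control levels plus 3 SD, cut at about 38% in these data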;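 note: cells cotransfected with COUP-TFII expression vector driving the NGFI-A reporter; 0% = median of COUP-TF2 test wells and 100% = reporter-only cells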
# Target sequence (P24468 whole entry, looked up): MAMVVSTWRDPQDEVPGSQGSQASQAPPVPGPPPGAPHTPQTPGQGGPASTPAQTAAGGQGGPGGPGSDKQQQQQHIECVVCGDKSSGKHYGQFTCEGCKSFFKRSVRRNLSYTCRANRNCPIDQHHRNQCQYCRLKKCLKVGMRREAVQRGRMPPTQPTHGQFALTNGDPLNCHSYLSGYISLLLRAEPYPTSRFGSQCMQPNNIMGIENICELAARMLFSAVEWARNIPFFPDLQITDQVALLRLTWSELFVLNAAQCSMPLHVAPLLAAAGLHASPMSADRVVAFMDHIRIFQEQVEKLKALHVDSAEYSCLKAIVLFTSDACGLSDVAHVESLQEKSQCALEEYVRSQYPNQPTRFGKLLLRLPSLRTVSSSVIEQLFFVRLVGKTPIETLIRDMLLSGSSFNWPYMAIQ
# NCOA1 inh: inhibitors of human steroid receptor coactivator 1 (SRC1); Q15788; HEK293 GAL4-SRC1 luciferase reporter, luminescence; inhibition, % at 3.6 µM; actives 0.12% (n = 360,000); AID 588354;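 active = inhibition above the campaign mean plus 3 SD, with each screening campaign given its own cutoff, cut at about 60% in these data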;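 note: 0% = DMSO treated cells and 100% = gossypol at 36 µM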
# MC4R barr agon: activates human MC4R beta-arrestin recruitment; U2OS MC4R beta-arrestin complementation, luminescence; percent of melanotan II response, DMSO zero; activation, % at 8.9 µM; actives 0.98% (n = 360,000); AID 540308;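 active = activation above a per-plate cutoff, the mean activation of sample wells on that plate plus 3 SD, cut at about 8% in these data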
# TLR9-MyD88 block: inhibitors of human TLR9-MyD88 binding; CHO BLA complementation TLR9-MyD88, CCF4 FRET ratio; actives 0.21% (n = 340,000); inhibition, % at 4.98 µM; Q9NR96+Q99836;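 active = inhibition above the mean over all tested compounds plus 3 SD, cut at about 21% in these data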;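 note: 0% = DMSO only wells and 100% = clavulanate BLA inhibitor control wells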
# LRH-1 inv ag: suppresses constitutive activity of human LRH-1; O00482; HEK293T StAR-luciferase reporter, LRH-1 transfected, 24 h; inhibition, % at 3.6 µM; actives 0.13% (n = 360,000); AID 602396;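 active = inhibition above the mean inhibition of all tested compounds plus 3 SD, cut at about 73% in these data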;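 note: 0% = DMSO wells and 100% = reporter-only cells lacking LRH-1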
# MC4R antag cAMP: antagonists of human melanocortin 4 receptor (MC4R) | MC4R-expressing cells, MTII-stimulated cAMP, LANCE TR-FRET | P32245 | inhibition, % at 6.5 µM | AID 540295 | actives 0.48% (n = 360,000);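 active = inhibition above its plate's cutoff, the mean of tested wells on that plate plus 3 SD, cut at about 29% in these data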;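 note: 0% = Melanotan II alone and 100% = Melanotan II plus saturating MCL0020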
#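 Material: human MC4R-expressing U2OS cells. Probe or stimulus: Melanotan II challenge. Dosing: 6.5 µM single dose. Times: 30-min compound, 1-h challenge, 1-h detection, room temperature. Technique: TR-FRET with Eu-cAMP and labeled anti-cAMP, 671 nm. Replication: singlicate.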
# NOD2-RIPK2 inh: inhibitors of human NOD2-RIPK2 interaction; O43353; CHO BLA complementation NOD2-RIPK2, CCF4 ratio; inhibition, % at 4.98 µM; actives 0.38% (n = 360,000); AID 624267; in the data active = inhibition above about 21%;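 note: 0% = vehicle only and 100% = reference blocker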
# Target sequence (O43353 whole entry, looked up): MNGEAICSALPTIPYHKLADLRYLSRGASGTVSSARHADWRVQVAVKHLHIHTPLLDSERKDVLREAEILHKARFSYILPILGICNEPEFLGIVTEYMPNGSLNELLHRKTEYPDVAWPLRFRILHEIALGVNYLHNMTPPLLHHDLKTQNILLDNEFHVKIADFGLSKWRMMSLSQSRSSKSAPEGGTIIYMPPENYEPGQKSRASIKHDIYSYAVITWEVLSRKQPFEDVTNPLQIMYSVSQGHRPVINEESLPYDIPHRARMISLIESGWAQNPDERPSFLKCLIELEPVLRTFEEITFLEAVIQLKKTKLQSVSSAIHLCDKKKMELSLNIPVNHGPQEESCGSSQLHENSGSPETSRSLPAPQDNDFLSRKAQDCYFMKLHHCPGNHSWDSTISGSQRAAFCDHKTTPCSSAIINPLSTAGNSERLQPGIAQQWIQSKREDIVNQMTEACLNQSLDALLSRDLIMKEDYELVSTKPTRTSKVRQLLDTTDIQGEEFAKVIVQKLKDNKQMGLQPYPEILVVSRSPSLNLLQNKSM
# SRC3 inh: inhibitors of human steroid receptor coactivator 3 (SRC3). Q9Y6Q9. HEK293 GAL4-SRC3 luciferase reporter, luminescence. inhibition, % at 3.6 µM. actives 0.17% (n = 360,000). AID 588352;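 active = inhibition above a per-campaign cutoff, the mean of all compounds plus 3 SD, cut at about 60% in these data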;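 note: 0% = DMSO-treated cells and 100% = gossypol-treated cells at 36 µM; higher means less SRC3-driven luciferase light from the GAL4 reporter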
# Active calls of the source: *; . = not tested or not shown. This is a subset, so the mix of outcomes need not match the whole.
SMILES,EBV LMP1 NFkB,SRC2 inh,ABHD5 PLIN5 PPI,COUP-TFII inh,NCOA1 inh,MC4R barr agon,TLR9-MyD88 block,LRH-1 inv ag,MC4R antag cAMP,NOD2-RIPK2 inh,SRC3 inh
Cc1ccc(OCC(=O)OCC(=O)Nc2ccc3c(c2)OCO3)cc1C,0.4,7.7,2.0,-16.8,4.6,0.3,-2.1,3.2,4.2,3.5,0.0
CC1C2C(c3ccccc3)N(C)C(=O)N(C)C2N(C)C(=O)N1C (stereo not given),-2.1,-12.2,1.2,-8.2,9.2,1.2,-11.0,-10.0,17.0,-5.6,2.4
Cc1ccc(NC(=O)CN2CCc3cc4c(cc3C2)OCCCO4)cc1C,-6.2,6.5,-2.2,-24.9,-36.3,-1.6,-13.4,5.3,26.9,3.8,-15.9
O=C(O)c1cc(-c2ccco2)nc2ccccc12,-2.1,-21.6,9.8,-16.2,0.6,-0.8,3.7,16.7,-1.7,-0.5,3.7
CCn1cc(C(=O)N2CCN(c3ccc(C(C)=O)cc3)CC2)c2cc(OC)c(OC)cc2c1=O,7.5,-3.1,14.7,16.3,5.2,3.3,-7.2,4.6,-9.8,-4.6,9.6
O=C(NCC12CC3CC(CC(C3)C1)C2)c1nn2c(c1Cl)NC(c1ccco1)CC2C(F)(F)F (stereo not given),3.7,18.2,4.0,5.4,2.4,1.1,-2.5,10.8,13.7,2.2,-4.1
COc1cc(OC)cc(C(=O)OCC(=O)NCCCc2ccccc2)c1,0.1,-17.3,1.8,-12.7,12.5,-1.9,0.1,2.0,4.2,-4.7,5.7
O=C(NCCN1CCOCC1)c1ccc(NC(=O)c2ccc(Br)o2)cc1,.,-19.6,-6.7,-11.0,.,.,.,-1.3,.,-5.2,.
COc1cc(C(=O)NCCOC(=O)c2cccc(N(C)C)c2)cc(OC)c1OC,2.2,-37.2,2.0,18.4,-3.0,-0.3,-2.8,2.6,-4.9,-9.8,3.0
Cc1ccc(C(=O)NCCCNC(=O)c2ccccc2F)cn1,1.1,-5.3,4.4,4.3,-19.0,0.4,-9.6,7.2,-0.9,-8.0,-8.1
O=C(Cc1ccc(F)cc1)N1CCC(CC2CC(c3ccc(Cl)cc3)=NO2)(C(=O)NCC2CCCCC2)CC1 (stereo not given),11.1,-9.3,1.1,5.9,7.5,0.6,10.1,-5.5,12.1,3.3,-7.8
COc1ccc(CCNC(=O)COC(=O)C2CC2)cc1OC,0.0,-11.7,0.9,1.7,5.5,-2.2,5.4,-5.0,8.8,-2.2,12.5
CC(C)(C)[C@H]1C=C(C(=O)N2CCN(Cc3ccc4c(c3)OCO4)CC2)O[C@@H](OCc2ccc(CO)cc2)C1,5.8,5.7,6.6,13.2,-9.1,1.1,-4.3,19.5,4.5,10.7,1.1
N#CCCN(C(=O)CSc1ccc2c(c1)OCCO2)c1ccccc1,-6.0,-15.9,-14.7,-2.0,-8.0,-1.7,5.7,3.4,-2.7,5.3,12.0
Cc1ccc(NC(=O)c2ccc3c(c2)N(CC(=O)NC(C)C)C(=O)C(C)(C)O3)cc1,-6.2,-15.1,-7.5,3.4,8.7,-0.5,-6.5,-0.2,3.1,-0.9,0.9
CCNC(=S)NNC(=O)c1cc(C)on1,1.6,-1.3,-5.6,-10.6,5.2,-0.5,3.3,15.8,9.4,-4.5,4.8
CCC(=O)c1ccc(OCC(=O)Nc2ccccc2N2CCCCC2)cc1,-12.5,0.8,-2.8,8.3,-4.7,-4.0,3.6,11.1,-1.9,3.5,-8.2
CC1CCN(S(=O)(=O)c2ccc3c(c2)c(=O)c(C(=O)NC2CCCC2)cn3C)CC1,10.7,9.6,1.6,2.5,0.8,-1.3,-3.3,2.5,11.5,8.1,16.7
CC(=O)NC1C(OC(=O)/C=C/c2ccccc2)OC(COC(C)=O)C(OC(C)=O)C1OC(C)=O (stereo not given),-5.3,-2.1,2.7,3.2,-4.8,-0.5,-9.6,8.0,1.8,-11.4,-11.2
NC(=O)c1ccc2c(=O)n3c(-c4cccs4)csc3nc2c1,15.3,-37.2,-2.0,-27.2,-44.6,-0.6,-2.5,14.7,3.4,5.0,-39.1
CC(C)(C)n1nnnc1C(c1ccc(Cl)cc1)N1CCCc2ccccc21 (stereo not given),9.2,6.6,-3.7,20.7,6.1,-0.2,-2.1,15.9,1.6,-9.7,11.8
CCOc1ccc(Cl)cc1S(=O)(=O)N1CCC(C(=O)NCc2ccccn2)CC1,-1.4,-8.8,1.1,-6.5,-2.1,-1.1,-12.6,-21.0,1.9,-6.2,-8.9
Cc1ccc(C(=O)CN(C(=O)c2ccc(Cl)cc2)N2C(=O)c3ccccc3C2=O)cc1,-13.4,-10.6,-1.1,15.2,3.3,-0.7,-12.2,18.7,2.5,2.7,-4.3
Nc1ncnc2c1ncn2[C@@H]1O[C@H](CNC(=O)[C@H](N)Cc2cscn2)[C@@H](O)[C@H]1O,-3.1,-15.3,5.2,-11.8,18.4,-0.5,-0.2,7.3,0.9,-9.7,-5.7
COC(=O)/C=C/CSC1=N/C(=C/c2ccc(-n3cncn3)cc2)C(=O)N1,-7.7,2.7,-4.7,8.1,6.0,-0.5,9.9,-13.4,-14.5,5.0,-7.3
CCOc1ccc(NC(=O)COC(=O)CCS(=O)(=O)c2ccc(C)cc2)cc1,1.8,2.2,-1.0,-4.8,12.2,1.3,-0.2,-15.9,6.1,-2.6,-3.1
CCCc1nc(NC(=O)c2ccccc2)nc(NC(=O)c2ccccc2)n1,6.3,-9.6,3.2,-9.5,13.4,-2.2,-2.4,11.6,3.6,0.1,17.2
S=c1[nH]nc(C2CCCCC2)n1/N=C/c1ccccc1,-1.3,-2.6,-2.7,-0.7,12.6,2.0,-2.3,-1.6,7.7,-1.3,-2.1
Cc1cc(C)n2nc3ccccc3c2n1,-2.3,-21.1,12.8,5.6,-1.9,0.5,-5.6,-18.4,2.6,-6.4,1.1
CCN(CC)CCNC(=O)CCc1nn(C)c(=O)c2ccccc12,-3.4,-2.7,-2.9,18.1,5.8,-1.9,1.1,-2.3,-7.9,-3.4,7.4
CCOC(=O)c1cccc(NC(=O)CCS(=O)(=O)c2cccc3nsnc23)c1,28.4,-30.2,-3.6,-13.4,7.3,-2.5,-3.7,-9.2,1.4,-7.5,18.0
COC(=O)[C@H]1C[C@H]1[C@@H](NC(=O)c1cccnc1)c1ccccc1,3.3,0.5,2.7,-9.4,4.9,1.4,2.4,14.7,5.8,-5.9,2.7
CC1CCc2[nH]nc(C(=O)O)c2C1 (stereo not given),-0.1,-4.0,-1.1,-12.6,1.4,1.1,-1.2,9.6,2.8,-6.5,12.4
C=CCn1c(SCC(=O)NCC(c2ccccc2)N(C)C)nc2sc3c(c2c1=O)CCC3 (stereo not given),-14.8,-21.6,-4.1,-4.3,-3.1,0.2,0.4,4.1,-2.2,-1.0,-2.8
CCOC(=O)COn1c(=O)c(-c2ccccc2)[n+]([O-])c2ccccc21,-6.5,14.1,17.8,-14.5,-44.2,-2.5,1.8,3.9,-2.9,-0.1,-7.2
COc1ccccc1CCC(=O)N1CCN(S(=O)(=O)c2cccc(F)c2)CC1,-2.6,-22.1,-0.6,11.7,-12.7,0.0,-7.6,-12.5,1.9,-0.3,-9.4
COc1ccccc1NC(=S)NCCSc1ccc(Cl)cc1,-11.1,2.5,0.2,7.9,-1.1,2.4,-1.1,-13.3,4.0,-6.0,9.7
CCCCn1c(=O)n(C)c(=O)c2c3c(sc21)COC(C)(C)C3,0.3,10.2,-2.2,24.4,-5.4,2.0,-18.8,19.0,9.6,2.7,3.0
COc1cc(S(=O)(=O)NCc2ccccc2)ccc1F,8.2,-1.1,9.0,8.2,2.8,0.5,8.9,0.4,3.3,-17.6,11.7
CCCc1ccc2oc(C(=O)NCCc3nc(C(=O)OCC)cs3)c(C)c2c1,-19.5,-6.1,-1.3,-2.4,-65.6,0.1,4.0,-62.3,6.8,4.6,-56.2
CCOC(=O)C(NC(C)=O)C(OC(C)=O)c1cccc(N(CCO)CCO)c1 (stereo not given),-5.6,-8.6,1.1,-2.9,-9.4,-1.9,0.9,8.5,2.8,2.1,-2.4
COc1ccc(NS(=O)(=O)c2cc(NC(=O)c3nn(C)c(=O)c4ccccc34)ccc2OC)cc1,2.9,9.2,5.1,-12.8,12.3,0.9,2.2,-5.4,19.1,-1.4,21.6
CCOc1cc(O)c(-c2[nH]ncc2-c2nc(C)cs2)cc1CC,1.8,12.4,-10.1,24.8,-56.8,3.1,-13.1,-1.7,-1.1,-14.2,9.6
COc1cc(/C=C2\CCCc3c2nc2ccccc2c3C(=O)O)cc(OC)c1O,1.7,10.0,-0.1,-6.6,-8.4,-2.0,3.9,7.3,-24.4,-4.3,-23.0
COc1ccc(F)cc1CN1CCN(CC(=O)Nc2ccccc2C(=O)NC2CC2)CC1,2.5,3.4,6.8,7.4,-6.4,-2.6,-8.2,-8.8,4.5,1.8,-20.1
O=C1c2cc(Br)ccc2N(Cc2ccc(Br)cc2)S(=O)(=O)C1c1cc(Cl)c(Cl)cc1[N+](=O)[O-] (stereo not given),2.5,.,3.1,.,-6.2,0.5,-1.6,-10.8,4.9,-11.5,-1.4
O=C1c2ccccc2C(=O)N1CCCCCCc1ccccc1,-1.1,-10.0,-4.8,3.8,-7.0,3.6,-1.5,0.3,15.5,-0.3,-2.5
CSC(=NC#N)N1CCN(c2cccc(Cl)c2)CC1,-13.5,-6.3,4.0,-13.5,-5.3,-2.6,-7.4,10.1,3.2,-2.5,3.7
Cc1nn(-c2nc3ccccc3s2)c(N)c1-c1ccc(Cl)cc1,-39.6,-23.8,1.1,-8.7,-63.9,1.0,4.8,-28.1,-0.3,-4.9,-51.8
NC(=O)c1ccc(SCC(=O)OCC(=O)NC2CCCCCCC2)c([N+](=O)[O-])c1,-1.7,5.0,-2.0,-29.0,-2.2,-0.8,-17.0,2.2,15.2,-5.3,-6.8
O=C(Nc1ccc(Br)cc1)c1cccc(N2C(=O)C3C4C=CC(C4)C3C2=O)c1 (stereo not given),0.4,-1.0,-1.4,11.9,4.2,-3.5,3.1,0.1,22.1,10.6,14.5
